# Screening data as filed in PubChem.
# Avidin fluor: compound fluoresces at 488/530 nm on avidin beads | compound fluorescence 488/530 nm, flow cytometry; stronger effect = higher value | fluorescence (KMESF) at 10 µM | actives 0.38% (n = 220,000) | AID 1775; in the data active = fluorescence above about 47; also: inactives centre near 10
# ABCB1 inh: blocks JC-1 efflux by human ABCB1 transporter; P08183; CCRF-Adr cells, flow cytometry; inhibition, % at 6.6 µM; actives 0.067% (n = 190,000); AID 1326; in the data active = inhibition above about 40%;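 also: 0% = vehicle and 100% = reference inhibitor; higher value means more JC-1 retained so stronger ABCB1 efflux block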
# ABCG2 block: human ABCG2 inhibition, ABCB1 as counter-screen | AID 1325 | Q9UNQ0 | IgMXP3 cells, JC-1 efflux, flow cytometry | actives 0.1% (n = 190,000) | inhibition, % at 6.6 µM;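 active = inhibition above 80%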;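 also: 0% = DMSO and 100% = nicardipine control wells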
# Target sequence (Q9UNQ0 whole entry, looked up): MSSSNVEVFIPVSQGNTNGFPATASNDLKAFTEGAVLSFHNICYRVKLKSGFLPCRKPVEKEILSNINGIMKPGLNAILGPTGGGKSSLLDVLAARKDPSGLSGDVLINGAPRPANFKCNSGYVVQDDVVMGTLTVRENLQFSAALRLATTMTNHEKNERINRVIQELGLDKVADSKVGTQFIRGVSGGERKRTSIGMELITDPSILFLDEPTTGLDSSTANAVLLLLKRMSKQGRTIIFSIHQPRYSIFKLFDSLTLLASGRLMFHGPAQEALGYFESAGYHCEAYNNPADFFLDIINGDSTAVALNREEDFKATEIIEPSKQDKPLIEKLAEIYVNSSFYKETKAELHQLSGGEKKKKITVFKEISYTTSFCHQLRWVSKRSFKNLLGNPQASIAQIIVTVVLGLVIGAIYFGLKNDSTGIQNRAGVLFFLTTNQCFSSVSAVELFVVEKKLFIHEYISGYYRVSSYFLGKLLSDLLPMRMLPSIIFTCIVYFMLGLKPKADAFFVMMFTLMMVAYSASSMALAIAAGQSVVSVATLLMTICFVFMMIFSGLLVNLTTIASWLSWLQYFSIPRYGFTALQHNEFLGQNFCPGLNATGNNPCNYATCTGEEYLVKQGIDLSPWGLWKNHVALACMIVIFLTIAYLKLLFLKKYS
#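 Measure – % inhibition of efflux relative to nicardipine and DMSO · Test system – ABCG2 IgMXP3 and barcoded ABCB1 CCRF-Adr cell mix · Control set – nicardipine as high control, DMSO as low control · Compound – one concentration, 6.6 µM final · Signal – flow cytometry of retained JC-1 fluorescence · Timing – 10 min exposure at 25 °C with rotation, no wash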
# GSH bead fluor: compound fluoresces at 488/530 nm on GSH beads. GSH beads flow cytometry, compound fluorescence 488/530 nm; stronger effect = higher value. fluorescence (KMESF) at 10 µM. actives 0.25% (n = 190,000). AID 1776; in the data active = fluorescence above about 89;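 also: glutathione beads carrying GST-tagged Bcl family fusion proteins plus one bare bead set; values are compound well signal with DMSO vehicle wells as background; inactives centre near 16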
# Mcl1 Bid PPI: Mcl-1/Bid interaction inhibition; Q07820; TR-FRET Mcl-1/Bid-Dy647 peptide binding, 1536-well; inhibition, % at 21.7 µM; actives 0.97% (n = 220,000);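 active = compounds that cut the binding signal by more than half at the single screening dose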;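 also: His-tagged Mcl-1 with europium anti-His antibody binding Bid BH3 peptide; 0% = Mcl-1 plus peptide wells and 100% = peptide-only wells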
# Target sequence (Q07820 whole entry, looked up): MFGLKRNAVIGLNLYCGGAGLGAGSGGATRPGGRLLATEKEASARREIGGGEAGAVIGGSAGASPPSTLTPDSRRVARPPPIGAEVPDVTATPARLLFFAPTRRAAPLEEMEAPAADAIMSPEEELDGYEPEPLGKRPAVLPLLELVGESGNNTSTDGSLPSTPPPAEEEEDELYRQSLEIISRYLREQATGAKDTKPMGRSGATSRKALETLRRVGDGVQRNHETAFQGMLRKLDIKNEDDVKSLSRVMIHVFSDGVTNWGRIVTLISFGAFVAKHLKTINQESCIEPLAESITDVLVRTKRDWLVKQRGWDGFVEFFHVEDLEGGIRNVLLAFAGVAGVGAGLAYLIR
# Bim-Mcl-1: human Bim-Mcl-1 interaction inhibition; inhibition, % at 10 µM; Bead-based flow cytometry, Bim peptide-Mcl-1 binding; actives 0.1% (n = 190,000); Q07820; in the data active = inhibition above about 40%;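 also: 0% = no compound tracer wells and 100% = peptide blocker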
# Mcl1 Noxa PPI: disrupts binding of human Mcl-1 to Noxa peptide. Q07820. TR-FRET Mcl-1/Noxa peptide binding, 2 h. inhibition, % at 21.7 µM. actives 1.5% (n = 220,000);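 active = compounds that cut the protein-peptide binding signal by more than 50% relative to plate controls in a single-dose test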;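 also: His-tagged Mcl-1 with rhodamine Noxa BH3 peptide and terbium anti-His antibody; 0% = Mcl-1 plus Noxa peptide wells and 100% = peptide-only wells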
# RGS7-Gao: human RGS7-Galphao interaction regulation. Multiplexed bead flow cytometry, RGS7-Galphao binding; actives lie on both sides. binding response (% of control), % at 10 µM. actives 0.35% (n = 220,000). AID 1439; in the data active = binding response below about 49% or above about 150%; inconclusive = no clear call, values can overlap the other calls; inactive = in between;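 also: fluorescent Galphao held in activated GDP-AlF4 state binding bead-coupled RGS7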
# RGS4-Gao reg: human RGS4-Galphao interaction regulation | P09471 | AID 1415 | binding response (% of control), % at 10 µM | actives 0.33% (n = 220,000) | Multiplexed bead flow cytometry, RGS4-Galphao binding; actives lie on both sides; in the data active = binding response below about 49% or above about 150%; inactive = in between;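 also: fluorescent Galphao activated with aluminum fluoride binding bead-coupled RGS4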
# RGS8-Gao: human RGS8-Galphao interaction regulation | multiplexed bead flow cytometry, RGS8-Galphao binding; actives lie on both sides | response (percent of control binding), % at 10 µM | P09471 | actives 0.34% (n = 220,000) | AID 1423; in the data active = response below about 60% or above about 140%; inactive = in between;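 also: Galphao activated as the GDP aluminium fluoride complex binding bead-coupled RGS8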
# Pf gamet viab: kills late stage P. falciparum gametocytes | inhibition, % at 10.9 µM | AID 743093 | actives 0.065% (n = 150,000) | P. falciparum stage V gametocytes, ATP luminescence, 24 h;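 active = inhibition above the mean plus 3 SD of compounds within the control limits, set per campaign, cut at about 38% in these data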;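 also: 0% = DMSO wells and 100% = medium only without gametocytes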
# * marks the source's active call; other numbers are inactive results; ? = inconclusive; nt = no result given.
SMILES,Avidin fluor,ABCB1 inh,ABCG2 block,GSH bead fluor,Mcl1 Bid PPI,Bim-Mcl-1,Mcl1 Noxa PPI,RGS7-Gao,RGS4-Gao reg,RGS8-Gao,Pf gamet viab
COc1ccc(-c2cc(C(F)(F)F)n3nc(C(=O)NCc4ccco4)cc3n2)cc1,37,0.8,1.8,20,-11.0,-1.0,-1.5,99.6,100.4,102.5,nt
CC(CC(=O)NC(C)c1ccc2c(c1)OCCO2)c1ccccc1 (stereo not given),3,0.1,1.2,6,-5.5,0.0,12.4,103.0,101.5,101.7,4.0
C/C=C(\C)CN1CCc2cc(OC)c(OC)cc2C1,18,0.3,-0.2,34,9.4,-7.0,26.6,104.1,100.9,99.3,-0.5
Cc1ccc(CS(=O)(=O)CCC(=O)NCc2ccccn2)cc1,25,0.0,-0.4,19,-10.7,-2.0,16.3,101.5,100.0,100.9,nt
CC(C)(C)OC(=O)NCCCC[C@H](NC(=O)c1nc[nH]c1C(=O)NC(c1ccccc1)c1ccccc1)C(=O)OC(C)(C)C,7,4.4,9.1,17,-20.2,0.0,-70.8,101.0,101.4,102.7,-41.4
Cc1cc(C(=O)N/N=C/c2cc(N=Nc3ccccc3)ccc2O)n[nH]1,18,-0.5,-9.0,13,24.6,0.0,94.7*,94.8,98.6,97.0,nt
COc1ccc(N(CC(=O)Nc2ccc(C)cc2C)S(=O)(=O)c2ccccc2[N+](=O)[O-])c(OC)c1,12,0.0,0.1,10,-33.3,4.0,-1.2,101.7,99.9,101.2,-23.1
CC1CN(Cc2nnc(-c3ccccc3)o2)CC(C)O1 (stereo not given),5,0.2,3.1,25,15.9,-1.0,2.4,96.9,99.2,98.8,1.9
COC(=O)c1[nH]c2cc(OC)ccc2c1NC(=O)CCN1CCN(c2cccc(C)c2C)CC1,7,0.9,6.5,5,-21.0,-4.0,3.7,99.5,99.2,101.3,14.6
CCN(CC)S(=O)(=O)c1cccc(C(=O)OCC(=O)Nc2ccc3c(c2)c2ccccc2n3CC)c1,2,-0.3,-6.2,8,-14.4,2.0,32.5,98.3,101.2,107.1,-18.2
Cc1c(NC(=O)c2ccc(F)cc2)c(=O)n(-c2ccccc2)n1C,6,-0.3,-0.9,12,-22.7,-1.0,-9.5,98.9,98.7,99.2,nt
CC1=NC(C(F)(F)F)(C(F)(F)F)C(C#N)=C(C)N1,38,0.1,1.7,9,-10.7,-1.0,-17.1,103.7,101.5,102.1,nt
Cc1ccc(CCN2CC(C(=O)NCCN3CCCCCC3)CC2=O)cc1 (stereo not given),27,0.3,0.2,19,-3.2,-1.0,4.5,107.3,111.4,102.0,nt
Cc1ccc([N+](=O)[O-])cc1N=C(c1cccc(Br)c1)N1CCOCC1,21,-0.8,5.0,34,-10.5,-5.0,15.0,98.8,96.7,97.0,nt
c1ccc(N2CCN(c3nnnn3-c3ccccc3)CC2)cc1,14,0.4,2.4,46,-21.5,-6.0,10.3,106.0,100.9,101.8,nt
OCCN1CCN(CC(O)COc2ccc(Cl)cc2)CC1 (stereo not given),35,0.1,0.1,25,30.5,0.0,20.0,96.1,98.0,98.4,nt
Clc1ccc(Nc2cc(-c3ccccc3)nc3ncnn23)cc1,6,nt,nt,nt,-9.1,nt,-12.9,nt,71.7,89.4,-21.3
CCCCc1c(C)nc2ccc(Br)cc2c1SC(N)N,11,-0.2,-0.1,27,-29.4,-1.0,3.1,105.7,103.0,102.5,nt
COc1ccc(C2CC(=O)c3cnn(-c4nc(C)cc(C)n4)c3C2)cc1 (stereo not given),16,0.1,33.0,15,-23.0,-2.0,7.8,102.0,102.1,103.7,nt
COC(=O)c1c(-c2cccc(C)c2)csc1N,10,0.1,3.5,16,-48.3,-4.0,-0.5,93.4,92.4,99.2,-16.9
COc1ccc(NC(=O)CC2SC(N)=NC2=O)c([N+](=O)[O-])c1 (stereo not given),13,0.7,1.5,23,-29.0,-5.0,8.4,101.2,102.3,99.8,4.0
COc1ccc2c(c1)CC/C(=C/c1ccncc1)C2=O,4,1.6,24.0,8,-17.2,-6.0,5.0,86.8,89.2,94.3,nt
COC1Cc2ccccc2N(C(=O)N2CCN(CCO)CC2)c2ccccc21 (stereo not given),12,0.5,4.4,29,-14.8,0.0,25.6,98.3,104.1,103.2,5.5
COc1ccc2c(c1)c(C(=O)N/N=C/c1cn(C)c3ccccc13)c(C)n2C,5,nt,nt,nt,-157.2,nt,2.2,?,101.6,97.9,-12.3
Cc1ccnc2nc(C(=O)NC3=NCCS3)nn12,26,0.7,2.3,11,-29.5,0.0,29.2,103.8,106.8,105.2,3.9
CCc1nc(SCC(=O)NCc2ccc(F)cc2)c2c(=O)n(C)c(=O)n(C)c2n1,7,0.7,3.9,26,0.6,0.0,8.3,102.4,103.2,102.1,nt
c1ccc(-n2nnnc2Cc2nnnn2-c2ccccc2)cc1,9,0.8,2.0,22,-5.9,0.0,7.0,94.7,100.3,93.7,-0.1
CC1(C)CC(=O)C(C(=O)/C=C/c2ccco2)C(=O)C1,8,0.6,3.4,13,-23.5,0.0,-1.0,117.5,112.2,127.7,12.5
O=C1N=C(N2CCCC2)S/C1=C\c1cn[nH]c1-c1ccccc1,15,0.3,5.8,23,-20.9,1.0,18.6,101.7,93.1,99.5,nt
O=C(O)CC1(CC(=O)NCc2csc(-c3cccs3)n2)CCCCC1,10,nt,nt,nt,-3.5,nt,1.9,?,100.5,99.8,8.9
Cc1cc(C)n(-c2nnc(C)c(=O)[nH]2)n1,11,0.3,0.4,11,28.3,0.0,27.5,100.5,100.4,102.9,6.9
CC1=CC(C)(C)N2C(=O)C3(C(C#N)=C(N)Oc4cc(C)oc(=O)c43)c3cccc1c32 (stereo not given),12,-0.5,-5.4,36,-16.5,-1.0,-6.2,101.8,100.7,100.7,-5.4
c1ccc2sc(SN3CCOCC3)nc2c1,16,0.5,1.0,22,-2.1,-2.0,4.4,102.2,101.7,103.9,nt
COc1cc(/C=C(\C#N)C(=O)Nc2ccc3c(c2)OCCO3)ccc1O,10,nt,nt,nt,-41.5,nt,22.7,?,94.9,99.0,-7.1
COc1ccc(Oc2nc(Oc3ccc(OC)cc3)nc(Oc3ccc(OC)cc3)n2)cc1,11,0.3,0.2,14,-16.9,0.0,6.6,120.0,111.8,121.2,9.8
NC(=O)c1cc([N+](=O)[O-])ccc1NCc1cccnc1,10,0.7,6.1,14,-5.8,-2.0,-1.6,97.2,100.1,99.5,nt
CCOC(=O)N1CCN(c2c(N3CCN(c4cccc(C)c4C)CC3)c(=O)c2=O)CC1,7,0.8,1.5,13,-14.3,0.0,1.9,99.7,99.4,98.8,nt
O=c1cc(-c2c(F)c(F)c(F)c(F)c2F)oc2c(F)c(F)c(F)c(F)c12,9,1.0,4.0,10,-11.5,-1.0,-3.6,95.3,96.6,96.8,nt
COc1cccc(NC(=O)c2cccc(OC)c2OC)c1,14,0.5,4.3,43,-8.2,-1.0,16.1,96.0,99.4,100.7,nt
O=C(O)CSc1c(-c2ccccc2)c2cc(Cl)ccc2[nH]c1=O,20,0.1,-0.9,14,1.3,-1.0,9.0,98.3,96.4,99.6,-30.2
O=C(Nc1ccccc1)c1cc2ccccc2[nH]1,2,nt,7.5,13,-25.9,-2.0,7.2,89.9,90.3,67.8,12.8
COc1ccccc1CCc1nnc(CCC(=O)N(C)Cc2cccc3ncccc23)o1,9,0.5,0.6,10,-8.0,-1.0,-9.3,103.1,104.6,101.7,-2.5
COc1ccc(C2C(C(=O)NCc3ccccn3)c3cc(OC)c(OC)cc3C(=O)N2C)cc1 (stereo not given),6,0.2,0.0,29,-9.6,-1.0,12.7,100.8,99.0,99.6,nt
COCCNc1nnnc2c1sc1nc(N3CCOCC3)c3c(c12)CCCC3,10,2.5,18.1,7,-36.4,12.0,15.8,98.6,101.3,102.2,nt
CCCOc1ccccc1C(=O)N(Cc1ccco1)C1CCS(=O)(=O)C1 (stereo not given),26,0.8,3.3,15,-33.2,0.0,10.4,88.0,84.1,91.8,9.6
CCCn1c(N/N=C(C)\C=C\c2ccccc2)nc2c1c(=O)[nH]c(=O)n2C,13,0.4,5.3,13,-25.8,0.0,27.3,?,92.5,94.7,nt
O=C(NCc1ccccc1)C1=C[C@@H](C2CC2)C[C@@H](OCc2ccc(CO)cc2)O1,8,1.1,8.5,20,-0.6,-2.0,7.1,100.9,95.5,97.3,-7.6
COc1cccc2cc(-c3ccnc(=S)[nH]3)oc12,8,-1.0,1.3,16,-52.2,4.0,45.2,99.0,100.0,95.1,nt
O=C(NNc1cccc(Cl)n1)Nc1ccccc1,24,-0.1,-1.1,15,-12.2,2.0,11.0,101.9,98.4,100.1,nt
COc1ccc(NC(=O)CSc2nnc(-c3ccccc3C)n2N)cc1,6,-0.9,11.1,29,-21.1,-3.0,-10.4,98.2,98.7,96.9,-48.2
CCOC(CNC(=O)c1cccn2c(=O)c3cc(Cl)ccc3nc12)OCC,4,2.3,4.1,18,-8.9,3.0,13.8,48.1*,51.8,70.9,nt
CCc1nc(SCC(=O)NCC2CCCO2)c2oc3ccccc3c2n1 (stereo not given),7,0.7,2.7,7,-21.6,1.0,3.4,96.4,96.5,98.5,5.7
CCOC(=O)c1cc(-c2cc3ccccc3o2)nc2c1c(=O)[nH]c(=O)n2CCOC,33,0.8,4.0,21,-11.4,-1.0,0.1,97.5,97.3,100.7,nt
O=C(Oc1cccc2cccnc12)c1cccc(N2C(=O)C3C4CCC(C4)C3C2=O)c1 (stereo not given),2,1.3,4.1,10,-50.4,0.0,3.3,100.6,101.0,96.3,3.0
O=C(Cc1ccccc1)NNC(=O)c1ccccc1C(=O)O,3,nt,nt,nt,-3.7,nt,13.2,?,98.3,98.9,13.9
CCc1ncc(C(O)c2cccc(OC)c2OC)n1C (stereo not given),38,0.7,2.9,18,-9.3,-1.0,4.4,95.6,97.0,97.4,nt
O=C(O)C(CCCCN1C(=O)C2C3C=CC(C3)C2C1=O)N1C(=O)C2C3C=CC(C3)C2C1=O (stereo not given),35,-0.1,-0.4,14,-12.0,0.0,14.9,100.6,101.2,99.0,-4.1
O=C(C1CC=CCC1)N1CCN(C(=O)C2CC=CCC2)CC1 (stereo not given),3,1.2,1.0,61,-7.3,0.0,-4.9,102.8,97.1,95.2,-1.6
Cc1ccc(CSc2nnc(-c3cccc(S(=O)(=O)N4CCOCC4)c3)n2C2CCCC2)cc1,3,0.6,-0.4,4,-22.5,-2.0,-10.6,100.5,104.9,96.5,nt
Cc1ccc(-c2csc(=Nc3cccnc3)n2CCCN2CCCC2=O)cc1C,3,3.4,-0.5,18,-48.6,-29.0,10.6,103.0,105.6,104.6,nt
